# High-throughput results as filed in PubChem.
# Myeloid diff 2 = promotes myeloid progenitor differentiation | 360,000 tested, 1% active | ER-HoxA9 myeloid progenitors, lysozyme-GFP differentiation, flow cytometry | calls only at 10 µM;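 active = normalized GFP-positive differentiation at or above the plate's own cutoff, the solvent-only control mean plus 3 SD; inconclusive = no clear call, values can overlap the other calls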;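 note: cells exposed to compound for four days before flow analysis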
# NS5 inhibitors = flavivirus cap methylation enzyme inhibition – biochemical, confirmation dose response, primary screen (AID 588689); 340,000 tested, 0.3% active; inhibition, % at 25 µM; hits with a dose series show IC50 in µM; Dengue-2 NS5 methyltransferase capping enzyme assay, biochemical; higher % means a stronger effect; in the data active = a potency from the dose series; inconclusive = inhibition above about 29% without an active follow-up result
# LYP phosphatase = inhibitors of LYP phosphatase, biochemical, fluorescence intensity, uHTS (AID 1779) | recombinant LYP phosphatase, fluorescence intensity; higher % means a stronger effect | inhibition, % at 11.5 µM, or IC50 in µM where a hit was titrated | 290,000 tested, 0.054% active;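 note: plate controls were vehicle with enzyme for no effect and no enzyme for full effect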
# Lipid droplet = modulators of hepatic lipid droplet formation; AML12 mouse hepatocytes, oleate lipid droplets, BODIPY imaging; inhibition, % at 6.5 µM; 240,000 tested, 0.4% active; AID 1656;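 active = lipid droplet intensity inhibited by at least 50%, with more than 500 cells counted; inconclusive = wells with under 300 cells, treated as cytotoxic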
#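 Material: mouse AML12 hepatocyte cell line, fixed after treatment; Timing: compound with oleate, overnight; Technique: high-content imaging of BODIPY-stained droplets and DAPI nuclei; Probe or stimulus: oleate, 100 µM final; Dosing: compound at 6.5 µM only.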
# HIV peptide binding = inhibitors of HIV fusion peptide binding, primary screen, biochemical, uHTS, fluorescence dequenching (AID 1986). cell-free peptide binding, fluorescence dequenching, 30 min; higher % means a stronger effect. one-dose inhibition, % at 20 µM; IC50 in µM for titrated hits. 290,000 tested, 0.3% active; in the data active = inhibition mostly above about 52%, no sharp cut-off; inactive = mostly below about 76%; note: some results filed as inactive read as strong as hits
# AID2073 = inhibitors of Mint1-CaV2.2 protein interaction, biochemical, HTRF (AID 2073). HTRF protein-protein interaction, Mint1-CaV2.2; higher % means a stronger effect. inhibition, % at 20 µM, or IC50 in µM where a hit was titrated. 290,000 tested, 0.19% active; in the data active = inhibition mostly above about 51%, no sharp cut-off; inconclusive = no clear call, values can overlap the other calls; inactive = mostly below about 53%; note: some results filed as inactive read as strong as hits
# HEK293 NOD2/NF-kB = inhibition of NOD2-driven NF-kB reporter – cell-based, luminescence, uHTS, HEK293 (AID 1566); HEK293 NOD2/NF-kB luciferase reporter, luminescence; higher % means a stronger effect; one-dose inhibition, % at 4 µM; EC50 in µM for titrated hits; 290,000 tested, 0.63% active; note: many of its hits are not listed in these tables
# SIAH1 antagonists = Siah-1 peptide-binding antagonists, primary screen, biochemical, fluorescence polarization, rhodamine-plectin, uHTS (AID 1817); Siah-1 / rhodamine-plectin peptide fluorescence polarization; higher % means a stronger effect; displacement, % at 20 µM, or IC50 in µM where a hit was titrated; 290,000 tested, 0.02% active;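 active = displacement of at least 50% at 20 µM, with a fluorescence ratio check between 0.3 and a set limit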;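 note: plate controls were Siah plus tracer with DMSO for no effect and tracer alone without Siah for full effect; strong numbers were not always called active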
# XIAP displacement = XIAP antagonists, biochemical, IAP family, fluorescence polarization (AID 1018). 200,000 tested, 0.007% active. XIAP BIR domain, fluorescence polarization peptide displacement; higher % means a stronger effect. one-dose displacement, % at 20 µM; IC50 in µM for titrated hits; in the data active = displacement above about 50%; note: a part of the inactive calls stands beside numbers as strong as those of hits
# Lipid droplet cells 6.5 µM = recorded beside Lipid droplet, whose call it bears; cell count; measured here: cell count, cytotoxicity flag;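 cells counted across two imaged fields per well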
# NS5 inhibitors pilot replicate = also measured in NS5 inhibitors; calls as there; inhibition, %; measured here: pilot screen replicate inhibition
# Myeloid diff 2 GFP+ MAC1+ % = second read-out of Myeloid diff 2, no call of its own (marks repeat the call); GFP+ MAC1+ double positive, %; measured here: differentiation confirmed by MAC1 staining
# The depositor's hits bear a star; i = inactive; ? = inconclusive; / = not tested or not shown. Cut-off read from the data, not from the text of the source, unless noted: active = inhibition above about 50%; inactive = the rest. The list is partial. The share of hits here may be higher or lower than overall.
SMILES,Myeloid diff 2,Myeloid diff 2 GFP+ MAC1+ %,NS5 inhibitors,LYP phosphatase,Lipid droplet,Lipid droplet cells 6.5 µM,HIV peptide binding,AID2073,HEK293 NOD2/NF-kB,SIAH1 antagonists,XIAP displacement,others
CC1(C)Oc2ccc3ccc(=O)oc3c2/C(=N/O)C1=O,i,1.0,-4%,-7%,2,828,-0.6%,15%,-5%,2%,/,
O=C1CSC(=S)N1c1cccc(Br)c1,i,0.6,-7%,-3%,/,/,-0.2%,-5%,24%,3%,/,
COc1ccccc1NC(=O)c1c(N=Cc2ccccc2O)cnn1C,/,/,/,-3%,14,675,-0.6%,3%,2%,3%,-10%,
Cc1ccc(S(=O)(=O)NCCN2CCNC2=O)cc1,i,1.1,0%,-3%,4,681,-1.5%,2%,2%,0%,/,
Cn1nc(C(C)(C)C)c([N+](=O)[O-])c1C(=O)NC(C)(C)C,i,0.7,-7%,2%,-8,615,1.4%,-3%,-7%,3%,-5.2%,
Cc1ccc(NC(=O)c2cc(-c3ccccc3O)n[nH]2)cc1Cl,i,0.7,0%,-9%,-8,822,-1.2%,20%,2%,3%,/,
O=C(N/N=C/c1ccc(N2CCCCC2)o1)c1ccccc1,i,0.4,-12%,0%,-15,708,0.0%,6%,17%,-1%,-5.4%,
CC(C)(C)c1cc(C(C)(C)C)cc(S(=O)(=O)CCc2ccccn2)c1,i,6.4,-3%,-1%,-3,773,-0.7%,-5%,-11%,1%,-16%,
O=C(CNc1cccc([N+](=O)[O-])c1)N/N=C/c1ccc(F)cc1,i,0.7,-7%,1%,-17,708,2.3%,0%,7%,-2%,-4.6%,
CCOC(=O)C1=C(c2cccc(F)c2)NC(=S)NC1C (configuration not stated),i,1.3,1%,-2%,1,826,-2.3%,-22%,4%,-2%,-1.9%,
C/C(=N/NC(=O)CNC(=O)c1cccnc1)c1ccco1,i,1.5,2%,-8%,?,/,-0.6%,-7%,4%,-1%,/,
COc1cccc(NC(=O)c2ccccc2-c2nc(-c3cccc(C)c3)no2)c1,i,0.7,-5%,1%,/,/,-2.5%,3%,-12%,1%,-6.3%,
COc1cc(NC(=O)[C@H](C)NC(=O)N2CCn3c2nc2ccccc23)cc(OC)c1,i,6.4,2%,-9%,1,688,2.6%,5%,15%,8%,/,
COc1ccc(S(=O)(=O)N2CCC(C)CC2)cc1Br,i,0.9,-5%,-6%,1,738,-1.7%,-11%,3%,5%,4.1%,
COc1cccc(S(=O)(=O)Nc2ccc(C(=O)N3CCCCCC3)cc2)c1,i,0.2,7%,-4%,-17,710,-0.8%,14%,-5%,-6%,-4.5%,
COc1ccccc1-c1cc(-c2cc(Cl)ccc2O)n[nH]1,i,1.4,2%,-8%,/,/,-1.2%,28%,-11%,-1%,-21%,NS5 inhibitors pilot replicate=-0.1
O=C(Nc1ccccc1)Nc1ccc2ccccc2c1,i,0.5,-7%,-8%,-19,729,-0.2%,21%,-65%,1%,/,
CC(C)C(NC(=O)OCc1ccccc1)C(=O)OCC(=O)N1CCCCC1 (configuration not stated),i,0.8,-5%,-10%,-5,667,-0.5%,-5%,-17%,0%,-2.9%,
CC(Oc1ccc(Cl)cc1)C(=O)OCC(=O)Nc1ncc(Cl)cc1Cl (configuration not stated),i,0.7,-1%,5%,3,743,0.0%,-2%,-4%,-2%,-5.6%,
N#Cc1ccc(NC(=O)c2nc(-c3ccccc3)n(-c3ccccc3)n2)cc1,i,1.3,4%,0%,4,739,17%,10%,20%,-5%,-6.4%,
COc1cc(C(=O)NCc2nnc(SCC(=O)N3CCCc4ccccc43)o2)cc(OC)c1OC,i,0.4,6%,-7%,-22,697,-0.4%,9%,9%,20%,-5.5%,
O=C(Cc1ccc(Cl)cc1)Oc1cccc2cccnc12,i,0.1,3%,-4%,2,384,-2.5%,-5%,16%,-5%,-6.1%,
O=c1c(CN2CCN(c3ccccn3)CC2)coc2ccccc12,i,0.1,4%,2%,16,533,0.9%,-3%,-13%,7%,-0.8%,
c1ccc(CCNc2ncnc3scc(C4COc5ccccc5O4)c23)cc1 (configuration not stated),i,1.1,-3%,1%,-13,729,18%,-8%,20%,0%,-2.5%,
Cc1cccc(OCc2nnc(SCC(=O)Nc3ccc(C)c(Cl)c3)o2)c1,i,7.8,-2%,-4%,/,/,-1.3%,0%,6%,-1%,-3.3%,
COc1cccc(-c2nc3c(c(=O)[nH]c(=O)n3Cc3ccccc3)n2CCO)c1OC(F)F,i,2.3,-4%,-2%,-3,872,-0.3%,10%,-1%,0%,/,
O=C(NNc1nc(-c2ccccc2)cs1)c1ccc(F)cc1,i,0.2,-4%,0%,/,/,-0.1%,60%,19%,7%,-0.3%,
CCC(=O)Nc1cccc(C2=NOC3(C2)C[C@@H](C(N)=O)N(C(=O)COc2ccc(Cl)cc2)C3)c1 (some centres not stated),i,2.6,-10%,-2%,-3,677,0.7%,0%,20%,0%,/,
O=C(Nc1ccncc1)C1COc2ccccc2O1 (configuration not stated),i,1.6,-2%,-1%,3,753,-0.2%,-8%,-1%,-2%,14%,
O=C(CSc1nc2cc(Cl)ccc2o1)N1CCOCC1,i,2.0,-5%,3%,-6,702,0.8%,-4%,3%,-1%,-2.1%,
COc1ccccc1CN1C(=NC(=O)CCC2CCCC2)SC2CS(=O)(=O)CC21 (configuration not stated),i,0.5,7%,1%,2,703,1.0%,15%,3%,0%,/,
Cc1ccc2cc(C(c3nnnn3Cc3ccccc3)N3CCc4ccccc43)c(=O)[nH]c2c1 (configuration not stated),i,9.7,17%,-7%,10,770,-2.4%,27%,18%,2%,-1.0%,
COC1=CC(=O)OC12CCCCC2,i,0.7,0%,-7%,2,803,-2.7%,-2%,4%,-1%,-0.9%,
C(=N\Nc1ccc2ccccc2n1)/c1ccc2c(c1)OCO2,i,0.7,-4%,-2%,4,722,-2.8%,15%,-40%,-7%,-5.0%,
COc1ccc(S(=O)(=O)N(CC(=O)NCCCN(C)C)c2ccc(C)cc2)cc1OC,i,0.8,3%,4%,/,/,-1.1%,-1%,-7%,1%,-3.6%,
Cc1sc(NC(=O)C2C3C=CC(C3)C2C(=O)O)c(C(N)=O)c1-c1ccc(C(C)C)cc1 (configuration not stated),i,0.3,-5%,1%,16,705,1.5%,14%,5%,0%,3.8%,
CCOC(=O)C1(Cc2cccc(OC)c2)CCN(Cc2ccon2)CC1,i,1.2,13%,-8%,0,687,-0.7%,11%,14%,-2%,/,
CCCCC1=CC2=C(c3ccco3)C(=O)C(C)(OC(=O)c3ccc(OC)cc3)C(=O)C2=CN1CCN1CCOCC1 (configuration not stated),i,1.7,53%,-11%,-14,701,53%,9%,4%,-6%,/,
CC(C)c1ccc(N(C(=O)c2snc(C(N)=O)c2N)C(C(=O)NC2CCCC2)c2ccncc2)cc1 (configuration not stated),i,0.3,-11%,-4%,2,823,-0.2%,-3%,10%,-1%,/,
COc1ccc(OC)c(C2CC(=O)N3CN(c4ccccc4F)CSC3=C2C#N)c1 (configuration not stated),i,4.6,3%,-1%,/,/,0.3%,29%,-3%,-3%,-5.2%,

# Gathered by group, the entries above containing a furan ring, fused or not.
SMILES,Myeloid diff 2,Myeloid diff 2 GFP+ MAC1+ %,NS5 inhibitors,LYP phosphatase,Lipid droplet,Lipid droplet cells 6.5 µM,HIV peptide binding,AID2073,HEK293 NOD2/NF-kB,SIAH1 antagonists,XIAP displacement,others
O=C(N/N=C/c1ccc(N2CCCCC2)o1)c1ccccc1,i,0.4,-12%,0%,-15,708,0.0%,6%,17%,-1%,-5.4%,
C/C(=N/NC(=O)CNC(=O)c1cccnc1)c1ccco1,i,1.5,2%,-8%,?,/,-0.6%,-7%,4%,-1%,/,
CCCCC1=CC2=C(c3ccco3)C(=O)C(C)(OC(=O)c3ccc(OC)cc3)C(=O)C2=CN1CCN1CCOCC1 (configuration not stated),i,1.7,53%,-11%,-14,701,53%,9%,4%,-6%,/,

# Returning to the listing; the 2 compounds before the break are reprinted first.
SMILES,Myeloid diff 2,Myeloid diff 2 GFP+ MAC1+ %,NS5 inhibitors,LYP phosphatase,Lipid droplet,Lipid droplet cells 6.5 µM,HIV peptide binding,AID2073,HEK293 NOD2/NF-kB,SIAH1 antagonists,XIAP displacement,others
CC(C)c1ccc(N(C(=O)c2snc(C(N)=O)c2N)C(C(=O)NC2CCCC2)c2ccncc2)cc1 (configuration not stated),i,0.3,-11%,-4%,2,823,-0.2%,-3%,10%,-1%,/,
COc1ccc(OC)c(C2CC(=O)N3CN(c4ccccc4F)CSC3=C2C#N)c1 (configuration not stated),i,4.6,3%,-1%,/,/,0.3%,29%,-3%,-3%,-5.2%,
CCOc1ccc(CC(=O)Nc2c(C(N)=O)oc3ccc(Br)cc23)cc1OCC,i,3.8,-2%,-4%,/,/,-0.1%,-2%,14%,1%,-1.8%,
O=C(CSc1ccc(-c2ccc(F)cc2)nn1)NC1CCCCC1,/,/,-4%,-4%,-11,787,3.6%,5%,17%,2%,/,
O=C(NCc1ccccc1)C12CN(Cc3ccccc3)CC1C(c1ccc([N+](=O)[O-])cc1)=NO2 (configuration not stated),i,0.6,-3%,0%,/,/,4.1%,6%,2%,1%,-2.4%,
CCc1cccc(NC(=O)CC2Oc3ccccc3NC2=O)c1 (configuration not stated),i,1.0,-8%,-8%,-33,776,1.4%,-4%,16%,15%,/,
CCN(CC)S(=O)(=O)c1cc([N+](=O)[O-])ccc1NNC(=O)Nc1ccccc1,/,/,/,2%,-3,683,0.6%,-6%,5%,-2%,-9.4%,
COc1ccc(N2CCN(C(=O)c3ccccc3NC(=O)c3ccccc3)CC2)cc1,i,0.8,-5%,1%,-10,821,-0.2%,-6%,3%,-3%,/,
O=C(CSc1nc2c(c(=O)[nH]1)CCCC2)Nc1ccc(Cl)cc1F,i,0.8,-6%,-6%,/,/,-1.6%,0%,16%,-7%,-21%,
CCNc1ccc(Br)cc(C(=O)/C=C/c2ccc(Cl)cc2Cl)c1=O,i,0.8,-16%,8%,39,772,63%,24%,3%,17%,-19%,
CC(=NC(C)C)C1=C(O)CCC1=O,i,0.8,-1%,1%,/,/,2.3%,-2%,-1%,5%,-2.1%,
O=c1c(O[C@@H]2O[C@H](CO)[C@H](O)[C@H](O)[C@H]2O)c(-c2ccc(O)c(O)c2)oc2cc(O)cc(O)c12,/,/,/,2%,-2,760,14%,4%,-34%,70%,1.9%,
Nc1cc(=O)[nH]c(SCCSc2cc(Cl)ccc2Cl)n1,i,0.6,-4%,-9%,12,828,3.1%,-3%,13%,-4%,/,
O=C1c2ccccc2C(=O)C1c1ccc2ccccc2n1,?,/,3%,-5%,1,695,3.3%,-24%,-99%,1%,2.9%,
